rTrxR1 inhibitor: rat TrxR1 inhibition. O89049. 390,000 compounds, 1% hits. AID 588453. Potency, µM (highest dose often 114 µM), for the others: at the highest dose activity change, negative = inhibition, most hits filed as inhibitors. recombinant rTrxR1, NADPH fluorescence consumption, selenite substrate; note: potency is the fitted concentration of half-maximal effect; % is set by controls: 0 for no effect and ±100 for the full control effect; nearly all actives have a fitted effect of over 65% in size
Target sequence (O89049 whole entry, looked up): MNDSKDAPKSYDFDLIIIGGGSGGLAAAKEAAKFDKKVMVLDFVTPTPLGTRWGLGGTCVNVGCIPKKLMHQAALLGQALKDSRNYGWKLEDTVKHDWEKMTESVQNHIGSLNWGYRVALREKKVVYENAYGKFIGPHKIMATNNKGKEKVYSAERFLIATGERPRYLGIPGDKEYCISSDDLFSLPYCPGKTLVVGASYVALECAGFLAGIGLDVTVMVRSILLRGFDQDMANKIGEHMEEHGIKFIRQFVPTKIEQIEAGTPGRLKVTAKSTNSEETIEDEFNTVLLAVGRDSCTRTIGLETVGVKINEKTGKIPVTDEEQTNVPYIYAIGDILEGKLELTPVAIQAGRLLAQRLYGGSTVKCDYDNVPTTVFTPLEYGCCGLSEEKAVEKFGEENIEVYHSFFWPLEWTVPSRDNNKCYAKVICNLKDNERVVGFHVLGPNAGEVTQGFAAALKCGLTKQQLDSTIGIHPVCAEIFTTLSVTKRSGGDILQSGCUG
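Rat TrxR1 (90 nM in the dispensed reagent) was pre-reduced with 400 uM NADPH for 5 min at room temperature, then incubated with compound for 15 min. After 400 uM selenite was added, NADPH fluorescence (Ex 340/Em 450 nm) was followed for 8 min.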
PI4K2A inh: PI4K2A (human) kinase inhibition; 420,000 compounds, 0.13% hits; activity change, negative = inhibition, % at 76.9 µM; Q9BTU6; purified PI4K2A, ADP-Glo luminescence, 1 h; hits give low values; AID 1346378; in the data active = activity change below about -50%; inconclusive = mostly about -30% to -49%;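 note: -100% = wells without enzyme as full effect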
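PI4K2A activity was measured by ADP-Glo luminescence: enzyme (4 ug/mL stock) and phosphatidylinositol (1.2 mM stock) in Tris pH 7.5/MgCl2/EGTA/Triton X-100 buffer were reacted with ATP (300 microM stock) for one hour at ambient temperature.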
TrxR1 substrate: is turned over as a substrate by rat TrxR1; O89049; purified TrxR1 substrate turnover, NADPH consumption readout; Potency, µM (doses to about 114 µM), for inactives: top-dose activity change, negative = substrate turnover; 390,000 compounds, 0.01% hits; note: potency is the fitted concentration of half-maximal effect; % is set by controls: 0 for no effect and ±100 for the full control effect; nearly all actives have a fitted effect of over 50% in size
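Rat TrxR1, dispensed at 90 nM, was prereduced with 400 uM NADPH (final) for 5 min at ~22 deg C, then incubated with compound 15 min before 400 uM selenite. A first-read NADPH fluorescence drop versus no-compound background flagged substrates.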
D2 antagonist: D2 dopamine receptor (human) antagonism | HEK293 TREx D2 cells, calcium flux, dopamine EC80 | P14416 | 340,000 compounds, 2% hits | inhibition, % at 10 µM; in the data active = inhibition above about 30%; note: 0% is about no effect
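Compounds are added to dye-loaded, induced HEK293 T-REx cells coupled to calcium release via D2; after a 3 min kinetic read an EC80 dopamine stimulus is given and fluorescence is recorded for 3 more min.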
D2 agonist: agonists of human D2 dopamine receptor | HEK293 T-REx D2 cells, calcium flux agonist mode | P14416 | AID 485358 | 340,000 compounds, 0.53% hits | activation, % at 2 µM;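 active = activation over 3 SD above normal in the single-dose calcium agonist read, cut at about 30% in these data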; note: 0% is about no effect
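Tetracycline-induced HEK293 Trex cells with D2 receptor force-coupled to calcium signaling, plated overnight at 30 C and loaded with no-wash calcium dye. Calcium flux read kinetically for 180 s after compound addition; responses flag agonists.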
IDH1 R132H inh: inhibitors of human mutant IDH1 R132H; 390,000 compounds, 0.093% hits; Potency, µM (highest dose often 76.6 µM), without a hit: top-dose activity change, negative = inhibition, most hits filed as inhibitors; O75874; AID 602179; IDH1-R132H enzyme, NADPH consumption, diaphorase/resazurin fluorescence; note: potency is the fitted concentration of half-maximal effect; % is set by controls: 0 for no effect and ±100 for the full control effect; nearly all actives have a fitted effect of over 65% in size
Target sequence (O75874 whole entry R132H, stated change not applied): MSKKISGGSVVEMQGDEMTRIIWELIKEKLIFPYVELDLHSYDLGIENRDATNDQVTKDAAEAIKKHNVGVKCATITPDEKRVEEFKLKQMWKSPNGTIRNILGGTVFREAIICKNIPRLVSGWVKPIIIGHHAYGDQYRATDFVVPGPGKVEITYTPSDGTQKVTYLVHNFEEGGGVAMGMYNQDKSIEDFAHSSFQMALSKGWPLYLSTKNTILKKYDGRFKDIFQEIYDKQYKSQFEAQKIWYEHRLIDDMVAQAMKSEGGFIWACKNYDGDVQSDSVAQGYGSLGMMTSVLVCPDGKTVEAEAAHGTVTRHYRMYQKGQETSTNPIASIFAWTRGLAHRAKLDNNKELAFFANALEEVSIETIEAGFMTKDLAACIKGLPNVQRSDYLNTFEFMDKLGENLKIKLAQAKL
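IDH1-R132H (0.5 ug/mL) preincubated 30 min with compound, then NADPH (0.016 mM) and alpha-KG (2 mM) added; 80 min at RT, pH 7.5. Remaining NADPH coupled via diaphorase/resazurin to fluorescence (540/590 nm); concentration-response curves normalized to no-enzyme control.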
TRHR agonist: TRH receptor (human) agonism; 360,000 compounds, 0.18% hits; P34981; activation, % at 2 µM; TRHR cells, calcium flux fluo-8, FDSS agonist mode; in the data active = activation above about 30%; note: 0% is about no effect
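TRHR-expressing cells loaded with fluo-8 calcium dye; 23 nL library compound pin-transferred, kinetic FDSS fluorescence (Ex 480/Em 530) recorded about 180 s for agonist-induced calcium release, before a 10 nM TRH EC20 addition for potentiator mode.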
USP1-UAF1 inh: blocks the human USP1/UAF1 deubiquitinase complex; O94782; recombinant USP1/UAF1, Ub-Rhodamine cleavage fluorescence; Potency, µM (top dose mostly 57.1 µM), inactives show at the top dose activity change, negative = inhibition, actives largely listed as inhibitors; 390,000 compounds, 0.23% hits; note: potency is the fitted concentration of half-maximal effect; % is set by controls: 0 for no effect and ±100 for the full control effect; nearly all actives have a fitted effect of over 60% in size; inactives centre near -12
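In this screen, compounds sit with the deubiquitinase complex (1nM) for 15 min at room temperature before Ub-Rho is added at 150nM final. Fluorescence rise is then followed for 6 reads every 60 seconds.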
TRHR PAM: allosteric enhancers of human TRH receptor. TRHR cells, fluo-8 calcium fluorescence, EC20 TRH enhancement. 360,000 compounds, 0.66% hits. enhancement, % at 2 µM; in the data active = enhancement above about 30%; note: 0% is about no effect
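Enhancer read-out: after compound pinning and an initial kinetic agonist-mode read, an EC20 of TRH (10 nM final) was injected and fluo-8 calcium signal (Ex 480/Em 530) followed at 1 s/cycle for 100 cycles in TRHR-expressing cells.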
Numbers without * were called inactive; ? = inconclusive; / = not tested or not shown; [ ] = another dose, or the depositor's remark. Unless noted, calls come from the whole dose curve; as a rule, active = well fitted inhibition curve with a large enough effect; inconclusive = small, poorly fitted or top-dose-only effect; inactive = no such curve, though single readings can be large or run the other way.

Screens in order: rTrxR1 inhibitor	PI4K2A inh	TrxR1 substrate	D2 antagonist	D2 agonist	IDH1 R132H inh	TRHR agonist	USP1-UAF1 inh	TRHR PAM
- COc1ccc(C2N=C(c3ccccc3)C(C)(C)N2O)cc1OC (centres undefined)
 : 8%	0	-1%	-6	0.7	-2%	-0.4	11%	4
- O=C(NCCS(=O)c1ccc(Cl)cc1)c1cccc(Cl)c1 (centres undefined)
 : 22%	1	3%	19	0.3	-13%	0.2	-18%	-1
- CN(CC(=O)Nc1ccc(Cl)c(C(F)(F)F)c1)C(=O)C1CC(=O)N(CCc2ccccc2)C1 (centres undefined)
 : 1%	1	-2%	-5	1.2	4%	1.7	?	-10
- CC(C)(C)CC(=O)Nc1nnc(CCc2ccccc2)s1
 : 1%	1	-5%	8	0.1	-21%	0.1	5%	-1
- C(=N\n1cnnc1)/c1cccc(OCCOc2ccccc2)c1
 : 10%[57.1 µM]	3	6%[57.1 µM]	-13	0.3	3%	-0.3	2%	1
- COc1ccccc1N(C(=O)c1ccco1)C(C(=O)NC1CCCC1)c1cccs1 (centres undefined)
 : 17%	0	1%	-5	-0.2	-8%	0.2	3%	-13
- Cc1cc(NC(=O)c2ccc3c(c2)OCO3)no1
 : -4%	-5	-6%	8	-0.3	1%	0.0	5%	-1
- CC(=O)N1CCc2cc(Br)cc(S(=O)(=O)NCC3CCCO3)c21 (centres undefined)
 : -16%	4	-8%	-7	0.8	-4%	0.2	8%	-3
- C=CCN(CC=C)Cc1c(C)[nH]c2ccc(C(=O)OCC)cc2c1=O
 : 19%	7	33%[activator]	-6	0.7	-3%	0.2	-4%	4
- CCOC(=O)c1cc(-c2ccccc2)sc1NC(=O)COC(=O)c1ccc(Cl)c(S(N)(=O)=O)c1
 : 28%[57.1 µM]	-20	-11%[57.1 µM]	-10	0.9	7%	0.4	-13%	-2
- COc1ccc(OC)c(NC(=O)N2c3ccccc3Sc3ccccc32)c1
 : 17%	-4	2%	/	-1.0	0%	0.0	-19%	-6
- COc1ccc2c(c1)OC(=O)CC2c1cc(OC)c(OC)c(OC)c1 (centres undefined)
 : 21%	1	7%	/	/	9%	/	-14%	/
- Cc1ccc(N2C(=O)CSC2=S)cc1C
 : 8%	-7	3%	9	1.7	10%	0.3	-18%	6
- COc1ccc(NC(=O)c2sc3nc(N4CCCC4)c4c(c3c2N)CC(C)(C)OC4)cc1
 : 23%	-4	5%	-16	-0.2	-3%	-0.7	-31%	7
- CCC(C)NC(=O)CNC(=O)c1nn(-c2ccc(OC)c(Cl)c2)c(=O)c2ccccc12 (centres undefined)
 : 19%	-5	0%	-11	-0.2	-1%	0.7	-1%	-3
- O=C(O)CCNc1ccc2c(c1)OCCO2
 : 16%	-22	14%	-16	-0.9	0%	-0.5	-10%	8
- CCC(C)(C)NC(=O)C(c1cccc(OC)c1OC)N(C(=O)CCC(=O)Nc1cc(C)on1)C(C)C (centres undefined)
 : 20%[57.1 µM]	0	10%[0.0914 µM]	4	-1.6	18%	-0.8	-2%	-13
- N#CC1=C(N)OC2=C(C(=O)CC(c3ccccc3)C2)C1c1ccc2c(c1)OCO2 (centres undefined)
 : -11%	2	-6%	-14	-0.1	8%	-1.8	-19%	17
- COc1cc(OCc2ccccc2)c2c(CCC(=O)O)cc(=O)oc2c1
 : 145%[57.1 µM]	-5	62%[activator][11.4 µM]	/	/	-1%	/	1%	/
- COC(=O)c1ccc(N2CCN(C)CC2)c(NC(=O)COc2ccccc2)c1
 : 26%	2	-7%[0.0914 µM]	20	0.0	8%	0.6	-3%	23

Arranged by length of the SMILES (low to high): part of the list above
Screens in order: rTrxR1 inhibitor	PI4K2A inh	TrxR1 substrate	D2 antagonist	D2 agonist	IDH1 R132H inh	TRHR agonist	USP1-UAF1 inh	TRHR PAM
- Cc1ccc(N2C(=O)CSC2=S)cc1C
 : 8%	-7	3%	9	1.7	10%	0.3	-18%	6
- C(=N\n1cnnc1)/c1cccc(OCCOc2ccccc2)c1
 : 10%[57.1 µM]	3	6%[57.1 µM]	-13	0.3	3%	-0.3	2%	1
- COc1ccc(OC)c(NC(=O)N2c3ccccc3Sc3ccccc32)c1
 : 17%	-4	2%	/	-1.0	0%	0.0	-19%	-6
- COC(=O)c1ccc(N2CCN(C)CC2)c(NC(=O)COc2ccccc2)c1
 : 26%	2	-7%[0.0914 µM]	20	0.0	8%	0.6	-3%	23
- COc1ccccc1N(C(=O)c1ccco1)C(C(=O)NC1CCCC1)c1cccs1 (centres undefined)
 : 17%	0	1%	-5	-0.2	-8%	0.2	3%	-13
- N#CC1=C(N)OC2=C(C(=O)CC(c3ccccc3)C2)C1c1ccc2c(c1)OCO2 (centres undefined)
 : -11%	2	-6%	-14	-0.1	8%	-1.8	-19%	17
- CCC(C)(C)NC(=O)C(c1cccc(OC)c1OC)N(C(=O)CCC(=O)Nc1cc(C)on1)C(C)C (centres undefined)
 : 20%[57.1 µM]	0	10%[0.0914 µM]	4	-1.6	18%	-0.8	-2%	-13

(continued)
Screens in order: rTrxR1 inhibitor	PI4K2A inh	TrxR1 substrate	D2 antagonist	D2 agonist	IDH1 R132H inh	TRHR agonist	USP1-UAF1 inh	TRHR PAM
- Cc1cc(NC(c2nnc(-c3ccccc3)o2)c2ccccc2F)ccc1Br (centres undefined)
 : 7%	-3	-1%	/	8.7	13%	-0.3	?	-5
- CCOc1ccccc1NC(=O)Cn1c(=O)n(Cc2ccc(OC)cc2)c(=O)c2oc3ccccc3c21
 : 20%	1	-3%	/	0.0	0%	-0.4	7%	2
- O=C(NCCCn1ccnc1)c1ccc(Br)c(S(=O)(=O)N2CCOCC2)c1
 : 4%[57.1 µM]	-2	11%[57.1 µM]	11	0.4	7%	0.7	-16%	2
- CC(=O)c1ccc(S(=O)(=O)NCCCC(=O)N(C)Cc2ccc3c(c2)OCO3)cc1
 : -15%	-3	4%	-9	0.6	-3%	-0.2	-23%	-6
- COC(=O)C1=C(C)N(C)C(=O)NC1c1cccc2ccccc12 (centres undefined)
 : 5%[57.1 µM]	-21	8%[57.1 µM]	12	-0.7	-3%	-0.5	-12%	-4
- CCn1c2ccccc2c2cc([N+](=O)[O-])ccc21
 : 7%[57.1 µM]	-2	-1%[57.1 µM]	-9	0.8	2%	-0.5	-7%	2
- Cn1nc(-c2ccccc2)c(C#N)c1Sc1cccc(Cl)c1
 : 15%	-1	3%	-15	-0.4	4%	-1.8	-18%	15
- COc1ccc(-c2cc(-c3ccc4c(c3)NC(=O)CO4)nc3c2COc2ccc(C)cc2-3)cc1
 : 17%	-10	9%[11.4 µM]	/	0.1	7%	0.6	-25%	-1
- c1ccc(OCCN2CCOCC2)cc1
 : 29%	0	6%	13	38*	3%	1.1	-17%	4
- CC(=O)Nc1ccc(NC(=O)CSc2nnc3ccc(-c4cccnc4)nn23)cc1
 : 0%[57.1 µM]	-3	0%[57.1 µM]	-5	0.3	0%	0.5	-11%	-7
- CCOc1ccc(NC(=O)CN(C)C(=O)c2cc([N+](=O)[O-])ccc2N2CCCCC2)cc1OCC
 : 2%	-3	-9%	/	/	-1%	-1.1	-6%	-2
- C[n+]1ccc(C(=O)Nc2ccccc2Cl)cc1
 : 15%	-2	-1%	-3	0.0	0%	0.4	-9%	-3
- CCc1cccc2c1NC(=O)C21OCCO1
 : 2%	-1	-2%	15	0.5	3%	0.3	7%	1
- CCOc1ccc(CC(=O)Nc2nccs2)cc1OCC
 : 13%	-13	2%[57.1 µM]	8	-0.3	1%	-0.4	-6%	3
- c1ccc(Oc2c3ccccc3nc3ccccc23)cc1
 : 8.9µM*	2	13%[57.1 µM]	-2	0.0	2%	-0.5	-21%	0
- COC(=O)c1c(NC(=O)C2CC2)sc(C(=O)Nc2ccccc2)c1C
 : 31%	-2	0%	-7	2.8	-2%	0.2	-24%	-1
- Cc1nc(SCC(=O)O)n[nH]1
 : 18%	0	4%	3	-0.3	2%	-0.5	-20%	-1
- COc1cc([C@@H]2CC=C(C(=O)O)CN2S(=O)(=O)c2ccc(C)cc2)cc(OC)c1OC
 : 9%	1	8%	5	0.5	-13%	0.1	-21%	0
- O=C(O)C1OC(Oc2cc3oc(-c4ccccc4)cc(=O)c3c(O)c2O)C(O)C(O)C1O (centres undefined)
 : 14%[57.1 µM]	-5	-8%	-13	-0.2	8%	0.2	?	7
- Cc1ccc(-c2nc3scc(CCNC(=O)c4cccc(Br)c4)n3n2)cc1
 : 19%[57.1 µM]	-7	-1%[57.1 µM]	/	0.5	6%	-0.1	-9%	-2
- COC(=O)C1CC(=O)N(Cc2ccccc2)C1 (centres undefined)
 : 6%	-8	-1%	3	2.2	-5%	0.2	-1%	1
- CC(=O)Nc1nc2cc(C(N)=O)ccc2s1
 : 8%[57.1 µM]	-6	7%[57.1 µM]	-4	21	3%	-0.4	-19%	-4
- Cc1ccc(C)c(NC(=O)CSc2nnc(-c3cc(C)[nH]n3)n2N)c1
 : 12%	-17	11%	21	0.2	-5%	1.0	-16%	11
